# Compound activity (PubChem)
# Anesthetic bind = binds horse apoferritin like a general anesthetic | Potency, µM (series often up to 77.5 µM), for the others: top-dose activity change, negative = displacement, hits mostly inhibitors | 350,000 compounds, 0.074% hits | P02791 | apoferritin/1-aminoanthracene competitive binding, fluorescence; further: potency means the concentration at half of the fitted maximal effect; on the % scale 0 is the no-effect control and ±100 the full control effect; nearly all actives have a fitted effect of over 20% in size
# Target sequence (P02791 2-175 limits assumed): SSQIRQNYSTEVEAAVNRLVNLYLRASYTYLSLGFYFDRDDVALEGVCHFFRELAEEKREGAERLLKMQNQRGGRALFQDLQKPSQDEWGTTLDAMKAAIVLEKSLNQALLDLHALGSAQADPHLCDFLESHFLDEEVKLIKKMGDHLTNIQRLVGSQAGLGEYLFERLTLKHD
#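 In PBS, apoferritin at 10 uM is loaded with 1-AMA from a 50% saturated solution. After 10 min of compound exposure at ambient temperature, reduced 535 nm fluorescence indicates probe displacement.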
# D1 antag = blocks dopamine activation of the human D1 receptor. P21728. HEK293 TREx D1 cells, calcium flux, dopamine EC80; hits give low values. activity change, negative = inhibition, % at 10 µM. 360,000 compounds, 3.2% hits. AID 504652; in the data active means activity change below about -30%; further: on the % scale 0 is the no-effect control and ±100 the full control effect
# Target sequence (P21728 whole entry, looked up): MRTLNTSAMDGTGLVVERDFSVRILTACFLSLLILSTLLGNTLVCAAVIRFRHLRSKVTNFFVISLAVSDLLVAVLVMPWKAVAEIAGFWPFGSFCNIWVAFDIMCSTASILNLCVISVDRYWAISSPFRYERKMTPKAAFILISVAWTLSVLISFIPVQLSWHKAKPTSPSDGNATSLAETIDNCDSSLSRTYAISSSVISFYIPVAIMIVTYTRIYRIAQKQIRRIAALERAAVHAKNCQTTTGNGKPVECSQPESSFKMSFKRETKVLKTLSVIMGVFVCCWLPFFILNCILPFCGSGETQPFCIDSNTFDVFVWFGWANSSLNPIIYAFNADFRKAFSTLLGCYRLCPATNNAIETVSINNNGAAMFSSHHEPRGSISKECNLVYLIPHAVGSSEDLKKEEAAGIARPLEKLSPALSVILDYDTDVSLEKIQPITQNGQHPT
#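 Tetracycline-induced HEK293 T-REx cells with force-coupled D1 receptor were loaded with a no-wash calcium dye. Compound was added after a 10 s baseline and read kinetically for 180 s; EC80 dopamine was then added and calcium flux followed another 180 s.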
# TRHR enhancer = TRH receptor (human) allosteric enhancement; 360,000 compounds, 0.66% hits; P34981; enhancement, % at 2 µM; AID 493056; TRHR cells, fluo-8 calcium fluorescence, EC20 TRH enhancement; in the data active means enhancement above about 30%; further: 0% is about no effect
# Target sequence (P34981 whole entry, looked up): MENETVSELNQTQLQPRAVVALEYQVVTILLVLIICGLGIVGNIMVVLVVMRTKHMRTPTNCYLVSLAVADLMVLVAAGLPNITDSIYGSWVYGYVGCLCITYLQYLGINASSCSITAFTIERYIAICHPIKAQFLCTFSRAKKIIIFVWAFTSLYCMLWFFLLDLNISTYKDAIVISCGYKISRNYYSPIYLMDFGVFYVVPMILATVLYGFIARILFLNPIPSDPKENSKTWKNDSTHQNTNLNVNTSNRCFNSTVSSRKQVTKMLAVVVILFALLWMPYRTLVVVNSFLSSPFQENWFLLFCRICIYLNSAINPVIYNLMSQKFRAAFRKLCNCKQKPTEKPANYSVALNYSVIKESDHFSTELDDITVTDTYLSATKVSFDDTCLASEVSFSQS
#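 TRHR-expressing cells loaded with fluo-8 calcium dye were read kinetically (ex 480/em 530) during compound addition, then stimulated with an EC20 of TRH (10 nM final). Enhancement of the Gq-mediated intracellular calcium response was scored.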
# TRHR agonist = activates the human TRH receptor; 360,000 compounds, 0.18% hits; activation, % at 2 µM; P34981; TRHR cells, calcium flux fluo-8, FDSS agonist mode; in the data active means activation above about 30%; further: 0% is about no effect
#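 TRHR-expressing cells, plated overnight in medium with 10% serum, were loaded with fluo-8 calcium dye at room temperature. After a 10 s baseline, library compound was pin-added and calcium release was recorded kinetically (ex 480/em 530) as agonist response.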
# RXFP1 agonist = RXFP1 (human) receptor agonism | AID 2676 | Q9HBX9 | 370,000 compounds, 0.3% hits | Potency, µM (doses to about 57.5 µM), for inactives: top-dose activation, usual class: activators | HEK293T-RXFP1 cAMP TR-FRET, 30 min; response scale: percent of porcine relaxin response, buffer zero; further: potency means the concentration at half of the fitted maximal effect; on the % scale 0 is the no-effect control and ±100 the full control effect; nearly all actives have a fitted effect of over 60% in size; many of its hits are not listed in these tables
#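 HEK293 cells stably expressing RXFP1, treated 30 min at 37C with compounds plus PDE4 inhibitor Ro 20174; cAMP measured by HTRF TR-FRET. Normalized to buffer and 29 nM porcine relaxin; EC50 by Hill fit.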
# RXFP1 antagonist = blocks the human relaxin receptor RXFP1 | Q9HBX9 | HEK293-RXFP1, relaxin-stimulated cAMP HTRF, 30 min; hits give low values | activity change, negative = inhibition, % at 57.5 µM | 350,000 compounds, 0.59% hits;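 active means activity change of -60% or lower, but not beyond a set lower limit; inconclusive means change between -60% and -40%, or beyond the set limit; inactive means change above -40%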; further: on the % scale 0 is the no-effect control and ±100 the full control effect
# D2 PAM = D2 dopamine receptor (human) potentiation | HEK293 T-REx D2, calcium flux, EC20 dopamine potentiation | potentiation, % at 10 µM | AID 485347 | 340,000 compounds, 0.34% hits | P14416;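 active means potentiation over 3 SD above the plate norm, cut at about 30% in these data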; further: 0% is about no effect
#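 Calcium flux readout, no-wash dye, 1 read/s. Inducible HEK293 Trex D2 line, overnight 30 C. Compound alone 180 s (agonist flags), then EC20 dopamine, another 180 s to score potentiation.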
# D1 PAM = human D1 dopamine receptor positive modulation. P21728. HEK293 TREx D1 cells, calcium flux, dopamine EC20 potentiation. potentiation, % at 10 µM. 360,000 compounds, 0.036% hits; in the data active means potentiation above about 30%; further: 0% is about no effect
# D1 agonist = agonists of human D1 dopamine receptor | P21728 | HEK293 T-REx D1 cells, calcium flux, agonist mode | activation, % at 2 µM | 360,000 compounds, 1% hits | AID 504660; in the data active means activation above about 30%; further: 0% is about no effect
#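 Agonism was scored from calcium flux recorded over 180 s (1 read/s) after pintool compound addition, following a 10-cycle baseline. Cells were inducible force-coupled HEK293 TREx D1, plated overnight at 30 C and loaded with no-wash calcium dye.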
# Active calls of the source: *; u = inconclusive; x = not tested or not shown; [ ] = another dose, or the depositor's remark. Unless noted, the call rests on the fitted dose curve; in most records, active means well fitted curve in the direction sought with a large enough effect; inconclusive means small, poorly fitted or top-dose-only effect, or another doubt; inactive means no such curve, though single readings can be large; an effect the other way counts as inactive or inconclusive. The list is partial (hit frequency here may not be typical).
SMILES,Anesthetic bind,D1 antag,TRHR enhancer,TRHR agonist,RXFP1 agonist,RXFP1 antagonist,D2 PAM,D1 PAM,D1 agonist
COc1ccccc1-n1c(CNC(=O)c2ccccc2)nnc1SCC(=O)Nc1nnc(C)s1,-7.6%,7.9,-3.0,-3.3,-0.6%,5.7,9.6,4.7,-0.1
CCCSc1nnc2n(C)c(=O)c3c4c(sc3n12)CCC4,-23.1%,2.7,-6.9,0.6,3.9%,-6.8,12.9,-1.7,0.0
O=C(NCCCN1CCCC1=O)c1cccc(C(F)(F)F)c1,-1.2%,0.6,-1.0,0.8,2.5%,-18.7,-1.4,-0.6,1.6
CCN(CCO)Cc1cc(=O)oc2cc3c(cc12)CCC3,-10.5%,-8.7,7.8,0.0,2.7%,-5.6,6.1,0.3,1.5
CCOC(=O)c1ccccc1NC1c2ccccc2C(=O)N1c1cc(C)ccn1 (configuration not stated),2.7%,16.7,-2.0,0.4,1.6%,-2.2,-0.9,-2.4,2.8
CC(C)c1c(C(=O)N/N=C/c2ccc(C(F)(F)F)cc2)nnn1-c1nonc1N,1.1%,8.4,1.0,-0.7,0.4%,-27.5,-1.4,8.9,252.8*
Cc1cccc(NC(=O)N(Cc2cc3cc(C)ccc3[nH]c2=O)CC2COCCO2)c1 (configuration not stated),-17.6%,-1.0,5.6,-1.6,0.4%,6.1,14.0,2.5,1.2
COc1ccc(-n2c(C)c(C(C)=O)c3cc(OC(=O)c4ccc(C)cc4)ccc32)cc1,-7.3%,0.1,5.2,-0.9,2.2%,-14.0,-4.2,-1.5,7.6
CCOc1c2c(nc3ccc(Cl)cc13)CCC2,-20.9%,10.8,-6.3,-0.2,-0.3%,19.6,-1.6,-4.2,1.4
COc1ccc2c(c1)c1c(c(=O)n(-c3ccc(OC)c(OC)c3)c(=O)n1Cc1ccc(F)cc1)n2C,3.2%,13.4,4.2,0.4,u,x,0.6,-1.6,2.7
COc1cccc(-n2c(SCC(=O)NC3CCCC3)nnc2-c2ccco2)c1,4.5%,-3.7,3.3,-0.5,-0.1%,3.0,7.5,-19.6,-0.3
O=C(COc1cc(Cl)c(Cl)cc1Cl)Nn1cnnc1,0.5%,-6.7,-1.1,0.4,1.5%,-6.7,-2.0,-1.0,1.3
CC1=C(C)C(=O)N(CCC(=O)O)C1=O,-18.8%,-13.5,2.1,1.0,0.1%,-1.2,-4.9,0.0,0.2
COCCNCCCOc1ccc(Cl)cc1Br,-2.4%,4.9,1.8,0.9,0.7%,-10.3,-22.7,-1.1,10.4
CCC(C)NC(=O)C(=O)NC1CCCC1 (configuration not stated),-10.3%,-10.9,-3.6,-0.1,0.6%,-22.6,-8.1,-10.2,3.4
O=C(NCc1ccco1)C(=O)NCC(c1ccco1)N1CCOCC1 (configuration not stated),-6.1%,-11.0,9.3,0.2,3.8%,2.6,9.5,-2.1,3.9
COc1cc(OC)c(OC)cc1CNC(=O)c1cc(S(=O)(=O)N2CCOCC2)ccc1F,x,-9.3,2.8,0.1,3.2%,-0.6,8.8,-0.1,5.2
CCC1CCCCN1Cc1ccc(OC)c(C)c1C (configuration not stated),-17.5%,9.6,0.9,0.2,-0.5%,8.0,-7.0,-2.7,5.7
COc1cccc(Oc2nc3c(c(=O)n(Cc4ccccc4Cl)c(=O)n3C)n2C)c1,u,3.1,6.6,-0.6,3.4%,-1.9,-7.2,-0.3,-0.9
CN(C)C(=O)CSc1nnc([C@H](Cc2c[nH]c3ccccc23)NC(=O)OC(C)(C)C)o1,-9.8%,10.3,-1.9,-0.1,0.7%,2.4,21.1,-1.1,4.4
CCN(CC)CCCN=Cc1c(O)n(-c2ccccc2C)c(=O)c2ccccc12,80.1%[activator],5.5,-4.0,-0.3,6.3%,-0.6,1.4,-3.0,1.3
COc1ccccc1NC(=O)Cn1nc(Cc2cccnc2)c2ccccc2c1=O,-5.5%,25.2,1.2,0.1,1.3%,-3.0,12.2,1.3,0.2
Cc1cccc(Nc2ncnc(N)c2[N+](=O)[O-])n1,-8.4%,-12.4,3.5,-0.2,9.1%,14.3,4.4,-1.1,0.7
c1ccc(-n2ncc3c(NCc4cccs4)ncnc32)cc1,-6.0%,-7.6,3.9,1.7,0.5%,-10.7,x,-9.0,4.5
CC(C)C1CC(CCN)(Cc2ccccc2)CCO1 (configuration not stated),-6.8%,2.9,15.1,-5.2,1.6%,-31.0,x,-2.0,13.5

# Single records (already shown).
# `CCOc1c2c(nc3ccc(Cl)cc13)CCC2` in the list: Anesthetic bind = -20.9%; D1 antag = 10.8; TRHR enhancer = -6.3; TRHR agonist = -0.2; RXFP1 agonist = -0.3%; RXFP1 antagonist = 19.6; D2 PAM = -1.6; D1 PAM = -4.2; D1 agonist = 1.4
# `CCC(C)NC(=O)C(=O)NC1CCCC1` (configuration not stated) in the list: Anesthetic bind = -10.3%; D1 antag = -10.9; TRHR enhancer = -3.6; TRHR agonist = -0.1; RXFP1 agonist = 0.6%; RXFP1 antagonist = -22.6; D2 PAM = -8.1; D1 PAM = -10.2; D1 agonist = 3.4

# Back to the main list; the two compounds before the break are reprinted first.
SMILES,Anesthetic bind,D1 antag,TRHR enhancer,TRHR agonist,RXFP1 agonist,RXFP1 antagonist,D2 PAM,D1 PAM,D1 agonist
c1ccc(-n2ncc3c(NCc4cccs4)ncnc32)cc1,-6.0%,-7.6,3.9,1.7,0.5%,-10.7,x,-9.0,4.5
CC(C)C1CC(CCN)(Cc2ccccc2)CCO1 (configuration not stated),-6.8%,2.9,15.1,-5.2,1.6%,-31.0,x,-2.0,13.5
CCc1cccc(NC(=O)C2CCN(C(=O)c3cnn(-c4ccccc4)c3-n3cccc3)CC2)c1,-10.4%,-7.9,-3.9,-1.5,-0.8%,x,0.3,1.9,4.3
CSc1cccc(NC(=O)CC(c2cccs2)N2Cc3ccccc3C2=O)c1 (configuration not stated),-0.8%,10.4,3.6,-1.3,1.3%,x,8.2,-1.8,16.6
O=C(c1ccc(NC(=O)C2(c3ccccc3)CCCC2)cc1)N1CCOCC1,-5.0%,4.4,2.6,0.6,-0.9%,6.7,9.3,-0.7,3.3
CCOC(=O)c1c(NC(=O)C(C)Sc2cn(CCNC(=O)c3ccc(OCC)cc3)c3ccccc23)sc2c1CCC2 (configuration not stated),-2.5%,12.6,-0.2,0.9,-1.1%,x,8.9,-4.2,0.8
Cc1c(C(=O)NC(C)C2CC3CCC2C3)cccc1[N+](=O)[O-] (configuration not stated),-9.3%,18.8,11.3,0.8,0.2%,2.5,7.8,x,8.7
COc1ccc(N2CCN(S(=O)(=O)c3cccs3)CC2)cc1,-13.7%,6.1,1.1,1.3,-0.2%,-5.9,6.7,-8.6,4.5
O=C(Nc1ccc(F)cc1)C(Cc1ccccc1)n1cccc1 (configuration not stated),-10.2%,-6.7,-5.7,0.6,-3.4%,-2.7,-7.1,-3.8,6.5
Cc1noc(C)c1COc1cccc(C(=O)NCc2cccc(Cl)c2)c1,-5.4%,-12.8,-4.9,0.5,-4.2%,3.3,5.8,-3.8,11.8
COc1cc2[nH]c3c(=O)n4c(nc3c2cc1OC)SCCC4,-1.9%,14.2,2.4,1.1,-1.3%,-14.0,6.9,0.6,1.6
CCOC(=O)N1CCN(C(=O)C(=O)NNC(=O)COc2ccc(Cl)cc2)CC1,-5.5%,10.1,-6.2,0.3,0.1%,-9.8,-4.0,-4.9,1.9
COc1ccc(C(=O)OCC2CC(c3ccccc3)=NO2)cc1OC (configuration not stated),-9.0%,x,-0.6,-1.9,-0.8%,-8.6,2.9,-6.5,1.8
CC1CCN(c2nc3c(S(=O)(=O)c4ccccc4)nnn3c3ccc(Cl)cc23)CC1,u,32.4,-6.6,-0.2,4.5%,-8.4,-4.1,-6.5,1.5
COc1ccccc1-c1nc(S(=O)(=O)c2ccccc2)c(N2CCOCC2)o1,-22.5%,3.5,4.3,-2.1,3.1%,2.8,5.9,1.5,2.8
O=C(CSc1nc2ccccc2c(=O)n1Cc1ccccc1)Nc1ccc(Br)cc1C(=O)O,1.4%,6.4,-1.3,-1.1,-0.2%,-9.1,-6.6,-4.2,1.9
CCSc1nc(N)nc(-c2cccs2)c1C#N,5.7%,-25.1,-2.8,2.4,4.0%,-9.6,-3.5,-10.1,1.2
CCCSc1nnc(NC(=O)Nc2ccccc2)s1,-17.7%,-16.5,-3.8,-0.6,-0.8%,-13.3,-4.2,-8.3,12.0
COc1cc(C2SC(C)C(=O)N2CCc2ccccc2)cc(OC)c1OC (configuration not stated),-10.9%,-1.9,1.8,3.1,0.6%,2.6,7.1,1.9,0.6
Cn1c(=O)cc(SCC(=O)N2CCN(c3ccccc3F)CC2)c2cc(Cl)ccc21,-10.2%,8.8,6.1,-0.4,0.1%,x,12.8,-0.8,1.0
C[C@H](NC(=O)c1nc[nH]c1C(=O)NCCCCCN)C(=O)OC(C)(C)C,x,10.2,1.5,0.3,-1.3%,x,13.7,0.1,2.6
Cc1ccc(O)c(/C=N/NC(=O)Cc2ccc(Cl)cc2)c1,-10.6%,11.6,-10.6,3.8,0.9%,-5.3,-10.5,-10.4,-0.1
COc1ccc(CNCCCSc2nnnn2-c2ccccc2)cc1,-7.3%,1.1,0.5,-0.1,0.1%,-4.6,-33.2,-0.9,22.6
COCCn1c(=S)[nH]c2ccccc21,-6.0%,14.4,-2.4,0.8,1.6%,-7.2,5.8,2.5,2.5
COCCNC(=S)N(CCO)Cc1cc2cc3c(cc2[nH]c1=O)OCO3,3.8%,-0.4,-9.9,-0.3,2.5%,1.6,-5.8,6.8,1.8
CCC1(c2ccc(F)cc2)NC(=O)N(CC(=O)Nc2cccnc2Cl)C1=O (configuration not stated),x,6.0,3.7,5.0,0.1%,9.1,-10.8,5.5,42.9*
Cc1nc(C)c(-c2ccc(SCc3ccc([N+](=O)[O-])cc3)nn2)s1,u,-15.3,3.1,-0.2,-1.6%,3.7,0.9,-5.0,1.1
CCOC(=O)N1CCN(S(=O)(=O)c2cc(OCC(N)=O)c(C)cc2Cl)CC1,-8.7%,-12.1,3.1,0.6,0.0%,10.8,5.2,-4.2,4.8
